VP16 counter = Gal4-VP16 reporter inhibition counter-screen. Drosophila S2 Gal4-VP16 UAS-luciferase, luminescence, 20 h. Potency, µM (doses to about 53.6 µM), for inactives: at the top dose activity, negative = inhibition, hits mostly inhibitors. 3.5% of 310,000 active. AID 2546;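 further: Gal4-VP16 expression switched on by copper sulfate through the metallothionein promoter; on the % scale 0 is the no-effect control and ±100 the full control effect; nearly all actives have a fitted effect of over 50% in size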
Menin MLL FP TR = inhibitors of human menin-MLL interaction, mutant MLL peptide; Potency, µM (series often up to 61.6 µM), for inactives: at the top dose FP activity change, negative = inhibition, hits mostly inhibitors; 0.23% of 270,000 active; Menin + Texas Red MLL mutant peptide, fluorescence polarization; AID 1768; active means well fitted inhibition curve with a large enough effect in the polarisation, with a control signal flat, not every such curve was filed as active; inconclusive means small, poorly fitted or top-dose-only effect, or effect the other way, or a change in a side signal; inactive means no such curve, though single readings can be large or run the other way; the % refers to the polarisation; further: % of control where 0% means no effect; many of its hits are not listed in these tables
Target sequence (O00255 whole entry, looked up): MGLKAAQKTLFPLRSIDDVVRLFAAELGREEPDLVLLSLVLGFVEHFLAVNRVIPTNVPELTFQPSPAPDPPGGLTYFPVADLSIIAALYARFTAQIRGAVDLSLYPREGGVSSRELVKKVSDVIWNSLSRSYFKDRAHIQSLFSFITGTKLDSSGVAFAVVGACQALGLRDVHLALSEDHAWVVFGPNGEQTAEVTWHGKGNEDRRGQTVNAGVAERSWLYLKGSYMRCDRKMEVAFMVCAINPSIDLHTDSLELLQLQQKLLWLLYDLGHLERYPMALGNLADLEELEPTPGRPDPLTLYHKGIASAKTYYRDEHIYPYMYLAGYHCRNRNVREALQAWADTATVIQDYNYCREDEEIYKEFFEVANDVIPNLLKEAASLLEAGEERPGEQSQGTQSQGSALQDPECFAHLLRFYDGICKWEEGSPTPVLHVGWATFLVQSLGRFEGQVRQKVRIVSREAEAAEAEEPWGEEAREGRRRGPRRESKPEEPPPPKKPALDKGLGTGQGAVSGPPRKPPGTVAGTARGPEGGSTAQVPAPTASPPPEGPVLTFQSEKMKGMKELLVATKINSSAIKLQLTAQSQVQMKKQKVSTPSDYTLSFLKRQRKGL
RORgamma inh = blocks mouse ROR gamma transcriptional activity; 5.4% of 310,000 active; P51450; Drosophila S2 Gal4-RORgamma UAS-luciferase reporter, 20 h; Potency, µM (highest dose often 53.6 µM), for inactives: top-dose activity change, negative = inhibition, actives largely listed as inhibitors; AID 2551; further: on the % scale 0 is the no-effect control and ±100 the full control effect; nearly all actives have a fitted effect of over 60% in size
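In this cell-based reporter format, copper sulfate (700 uM final) drives Gal4–ROR gamma fusion expression from a metallothionein promoter in Drosophila Schneider cells; compounds preincubated 1 hr, reporter read after 20 hr at ambient temperature.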
* = called active by the depositor; ? = inconclusive; & = joins results of further samples; [ ] = another dose, or the depositor's remark. Unless noted, the call rests on the fitted dose curve; in most records, active means well fitted curve in the direction sought with a large enough effect; inconclusive means small, poorly fitted or top-dose-only effect, or another doubt; inactive means no such curve, though single readings can be large; an effect the other way counts as inactive or inconclusive. Potency means the concentration at half of the fitted maximal effect. Some of the compounds tested; the hit share may differ from the screen's.

Results follow in this order: VP16 counter | Menin MLL FP TR | RORgamma inh
1	N#CCCCSc1nnnn1-c1cc(C(F)(F)F)cc(C(F)(F)F)c1
  -16% | 14% | 11%
2	O=C(c1cccc(F)c1)N1CCC2(CCCN(c3ccccc3)C2)CC1
  1% | -20% | 13%
3	C[C@@H](C(=O)O)c1ccc(N2Cc3ccccc3C2=O)cc1
  2µM* | -14%[24.8 µM] | 1.1µM*
4	COC(=O)N1CCC2(CCN(Cc3nccs3)CC2)CC1
  -5% | 16% | 12%
5	CC1(C)S[C@H]2C(NC(=O)[C@@H](N)c3ccc(O)cc3)C(=O)N2[C@@H]1C(=O)O (some centres undefined)
  1% | -12% | -12%
6	CC[C@H](C)[C@H](NC(=O)[C@H](CCC(=O)O)NC(=O)[C@H](CO)NC(=O)[C@@H](NC(=O)[C@@H](N)CO)C(C)C)C(=O)N[C@@H](CCC(N)=O)C(=O)N[C@@H](CC(C)C)C(=O)N[C@@H](CCSC)C(=O)N[C@@H](Cc1cnc[nH]1)C(=O)N[C@@H](CC(N)=O)C(=O)N[C@@H](CC(C)C)C(=O)NCC(=O)N[C@@H](CCCCN)C(=O)N[C@@H](Cc1cnc[nH]1)C(=O)N[C@@H](CC(C)C)C(=O)N[C@@H](CC(N)=O)C(=O)N[C@@H](CO)C(=O)N[C@@H](CCSC)C(=O)N[C@@H](CCC(=O)O)C(=O)N[C@@H](CCCNC(=N)N)C(=O)N[C@H](C(=O)N[C@@H](CCC(=O)O)C(=O)N[C@@H](Cc1c[nH]c2ccccc12)C(=O)N[C@@H](CC(C)C)C(=O)N[C@@H](CCCNC(=N)N)C(=O)N[C@@H](CCCCN)C(=O)N[C@@H](CCCCN)C(=O)N[C@@H](CC(C)C)C(=O)N[C@@H](CCC(N)=O)C(=O)N[C@@H](CC(=O)O)C(=O)N[C@H](C(=O)N[C@@H](Cc1cnc[nH]1)C(=O)N[C@@H](CC(N)=O)C(=O)N[C@@H](Cc1ccccc1)C(=O)N[C@H](C(=O)N[C@@H](C)C(=O)N[C@@H](CC(C)C)C(=O)NCC(=O)O)C(C)C)C(C)C)C(C)C
  3% | ? | -2%
7	N=C(N)N
  6% | 2% | -1%
8	O=C(Nc1cccc(F)c1)N1CC[C@@]2(CCCN(C(=O)c3cnccn3)C2)C1
  -4% | 10% | -10%
9	CC(=O)OC[C@@H]1O[C@H](CCON=C(C)C)C=C[C@@H]1OC(C)=O
  -7%[10 µM] | 1%[11.7 µM] | 0%[10 µM]
10	COc1ncc2nc(-c3ccc(Cl)cc3)c(=O)n(-c3ccccc3)c2n1
  4% | -14% | -5%
11	O=C1C2=CC[C@H]3C(=O)N(Cc4ccc5c(c4)OCO5)C(=O)[C@@H]3[C@@H]2[C@H](O)[C@@H]2O[C@H]12
  ? | -1%[11.7 µM] | 4.5µM*
12	COC(=O)[C@@H]1CC[C@H](C)[C@@H](c2ccc(C)cc2)N1C(=O)c1ccc(/C=N\O[C@@H](C)c2cn([C@H]3COC[C@H]3O)nn2)cc1
  6%[10 µM] | 1%[11.7 µM] | -22%[10 µM]
13	CC1(C)CC[C@]2(C(=O)O)C(O)C[C@@]3(C)C(=CCC4[C@@]5(C)CCC(O)C(C)(C)C5CC[C@@]43C)C2C1 (some centres undefined)
  -29% | 15% | 1.4µM*
14	CC(=O)N1CCC2(CCCN(c3ncccn3)C2)CC1
  1% | -19% | -4%
15	COc1ccc2cccc(N3CCN(CCNC(=O)c4ccc(F)cc4)CC3)c2c1
  -4% | 7%[24.8 µM] | 11%

The list goes on:
Results follow in this order: VP16 counter | Menin MLL FP TR | RORgamma inh
16	COc1ccccc1-c1nc(NCCNC(C)=O)c2ccccc2n1
  -3% | 1% | 5%
17	COc1ccc2c(=O)c(OC)c(-c3ccccc3)oc2c1
  0% | ? | 34%
18	C#CCCCO/N=C1/C[C@@H](O)[C@@H](O)[C@@H]2[C@@H]3C(=O)N(CCC(=O)OCC)C(=O)[C@H]3CC[C@@H]12
  8%[10 µM] | -3%[11.7 µM] | 4%[10 µM]
19	C[C@@H]1C[C@H](OC(=O)c2ccccc2O)CC(C)(C)C1
  7%[17 µM] | 0%[24.8 µM] | 14%[16.9 µM]
20	C=CC[C@](C)(O)c1ccccc1
  3% | 12% | -2%
21	CC(C)OC(=O)C(C(=O)OC(C)C)=C1SC=CS1
  17% | 2% | 7%[10 µM]
22	CNc1ccc(-c2nc3ccccc3s2)cc1
  ? | ? | 1.4µM*
23	CC[C@H](C)[C@H](NC(=O)[C@H](Cc1ccc(O)cc1)NC(=O)[C@@H]1CCCN1C(=O)[C@H](CCCN=C(N)N)NC(=O)[C@H](CCCN=C(N)N)NC(=O)[C@@H]1CCCN1C(=O)[C@H](CCCCN)NC(=O)[C@H](CC(N)=O)NC(=O)[C@H](CCC(N)=O)NC(=O)[C@H](Cc1ccc(O)cc1)NC(=O)[C@H](CC(C)C)NC(=O)[C@@H]1CCC(=O)N1)C(=O)N[C@@H](CC(C)C)C(=O)O
  -2% | 8% | 17%
24	CCCCC[C@H](O)/C=C/C=C\CCCCCCCCCC(=O)O
  -10% | 10% | -19%
25	COc1ccc(C(=O)N2CCC3(CCCN(c4ncccn4)C3)CC2)cc1
  -12% | -12% | -20%
26	Cn1c(=O)c(-c2ccc(F)c(F)c2)nc2cncnc21
  -5% | -3% | -5%
27	COc1ncc2ncc(=O)n(CCc3ccccc3)c2n1
  18% | 2% | 8%
28	O=C1C2=CC[C@H]3C(=O)N(c4cccc(Oc5ccccc5)c4)C(=O)[C@@H]3[C@@H]2[C@H](O)[C@@H]2O[C@H]12
  ? | -5%[11.7 µM] | 2.2µM*
29	O=C(c1ccccc1)[C@@H]1O[C@H]1c1ccc(-c2ccccc2)cc1
  -2% | -3%[24.8 µM] | 22%
30	C=C(C)[C@H]1CC[C@]2(CO)CC[C@]3(C)[C@@H](CC[C@H]4[C@@]5(C)CC[C@@H](O)C(C)(C)[C@@H]5CC[C@@]43C)[C@H]12
  2%[17 µM] | 3%[24.8 µM] | -15%[16.9 µM]

Structures listed above printed as active in RORgamma inh:
cpd	Compound	Menin MLL FP TR	RORgamma inh
3	C[C@@H](C(=O)O)c1ccc(N2Cc3ccccc3C2=O)cc1	-14%[24.8 µM]	1.1µM*
11	O=C1C2=CC[C@H]3C(=O)N(Cc4ccc5c(c4)OCO5)C(=O)[C@@H]3[C@@H]2[C@H](O)[C@@H]2O[C@H]12	-1%[11.7 µM]	4.5µM*
13	CC1(C)CC[C@]2(C(=O)O)C(O)C[C@@]3(C)C(=CCC4[C@@]5(C)CCC(O)C(C)(C)C5CC[C@@]43C)C2C1 (some centres undefined)	15%	1.4µM*
22	CNc1ccc(-c2nc3ccccc3s2)cc1	?	1.4µM*
28	O=C1C2=CC[C@H]3C(=O)N(c4cccc(Oc5ccccc5)c4)C(=O)[C@@H]3[C@@H]2[C@H](O)[C@@H]2O[C@H]12	-5%[11.7 µM]	2.2µM*

The listing picks up, starting two compounds before the break.
Results follow in this order: VP16 counter | Menin MLL FP TR | RORgamma inh
29	O=C(c1ccccc1)[C@@H]1O[C@H]1c1ccc(-c2ccccc2)cc1
  -2% | -3%[24.8 µM] | 22%
30	C=C(C)[C@H]1CC[C@]2(CO)CC[C@]3(C)[C@@H](CC[C@H]4[C@@]5(C)CC[C@@H](O)C(C)(C)[C@@H]5CC[C@@]43C)[C@H]12
  2%[17 µM] | 3%[24.8 µM] | -15%[16.9 µM]
31	COCCn1c(=O)c(-c2ccc(F)c(F)c2)nc2cncnc21
  3% | 17% | -25%
32	CCCCC/C=C\C=C\C(O)CCCCCCCC(=O)O (centres undefined)
  0% | 2% | 10%
33	CCOC(=O)CC(CC(C)=O)C(=O)OCC (centres undefined)
  1% | 6% | 16%
34	N#Cc1cccc(-c2nc3cnc(Nc4ccccc4)nc3n(C[C@H]3CCCO3)c2=O)c1
  -1% | 28µM* | -17%
35	CN(C)C(=O)c1ccc(-c2nc(N3CCOCC3)c3ccccc3n2)cc1
  -17% | -10% | 17%
36	C=CCC(C)(O)c1ccsc1 (centres undefined)
  -3% | 4% | -10%
37	C=CCNC1=C2C[C@@H](C)C[C@H](OC)[C@H](O)[C@@H](C)/C=C(\C)[C@H](OC(N)=O)[C@@H](OC)/C=C/C=C(\C)C(=O)NC(=CC1=O)C2=O
  -4%[10 µM] | -9%[11.7 µM] | ?
38	CN(C)c1ncc2nc(-c3cc(F)cc(F)c3)c(=O)n(C[C@H]3CCCO3)c2n1
  -5% | 9% | 2%
39	CC(C)CN1CCCC2(CCN(C(=O)c3cccn3C)CC2)C1
  -12% | 1% | 11%
40	NC[C@@H]1O[C@H](O[C@H]2[C@H](O)[C@@H](O[C@H]3[C@H](O)[C@H](N)C[C@H](N)[C@H]3O[C@@H]3O[C@H](CO)[C@@H](O)[C@H](O)[C@@H]3N)O[C@H]2CO)[C@@H](N)[C@H](O)[C@@H]1O
  -1%[17 µM] | 2%[24.8 µM] | 4%[16.9 µM]
41	CC(C)C1=CC2=CCC3[C@@](C)(CCC[C@@]3(C)C(=O)O)C2CC1 (some centres undefined)
  -18% | -8% | ?
42	CCNc1ncc2nc(-c3ccc(F)cc3)c(=O)n(-c3ccccc3)c2n1
  ? | ? | -18%
43	Cc1c(-c2ccc(O)cc2)nn(-c2ccc(O)cc2)c1-c1ccc(OCCN2CCCCC2)cc1
  -1% | -8%[24.8 µM] | ?
44	COC(=O)c1nnc(N[C@@H](Cc2c[nH]c3ccccc23)C(=O)OC)nc1C(=O)OC
  0% | 0% | -17%
45	COc1ccc(C2/C=C\C(c3ccc(OC)cc3)N(Cc3ccc(F)cc3)C(=O)C(=O)N2Cc2ccc(F)cc2)cc1 (centres undefined)
  -4%[40.7 µM] | -8%[44.5 µM] | 1%[40.7 µM]

New compounds follow:
Results follow in this order: VP16 counter | Menin MLL FP TR | RORgamma inh
46	O=NCc1ccc([N+](=O)[O-])o1
  -13% | 2% | 6%[10 µM]
47	COc1ccccc1CNc1nc(-c2c(C)noc2C)nc2ccccc12
  -12% | -2% | -14%
48	CCNc1ncc2ncc(=O)n(C[C@H]3CCCO3)c2n1
  -18% | 4% | -32%
49	N#Cc1cccc(-c2cncnc2NCCc2cnc[nH]2)c1
  -3% | 7% | 16%
50	O=CC(O)C(O)C(O)C(O)CO (centres undefined)
  4% | 4% | 6%
51	O=C(O[C@@H]1Cc2c(O)cc(O)cc2OC1c1ccc(O)c(O)c1)c1cc(O)c(O)c(O)c1 (some centres undefined)
  -5% | 46%[activator] | -32%
52	CN(C)C(=O)c1ccc(-c2nccc(Nc3ccc(F)cc3)n2)cc1
  -3% | -2% | 10%
53	CC(C)CN1CC2(CCN(C(=O)c3cccc(F)c3)CC2)C1
  10% | 3% | -5%
54	C=CCC1(c2ccccc2)Oc2ccc(C)cc2-c2nc3cc(Cl)c(Cl)cc3nc21 (centres undefined)
  -13%[10 µM] | -5%[11.7 µM] | -9%[10 µM]
55	COc1ccc(-n2[nH]c3c4c(ncc3c2=O)CCCCC4)cc1
  -10% | 17% | 3%
56	COC(=O)N1CCC2(CCCN(c3ccncc3)C2)CC1
  -1% | -28% | -2%
57	c1ccc2c(Cc3c[nH]c4ccccc34)c[nH]c2c1
  -1%&8% | ? | -3%&25%
58	C#CCCCCCCCCCCCCCCCC(=O)O
  4%&-1% | -1% | -32%&4%
59	CCCCC(CC)COC(=O)CC(C(=O)OCC(CC)CCCC)S(=O)(=O)O (centres undefined)
  -6% | 0% | 1%
60	Cn1cccc1C(=O)N1CCC[C@@]2(CCN(c3ccccn3)C2)C1
  -10% | 2% | -29%

The listing continues:
Results follow in this order: VP16 counter | Menin MLL FP TR | RORgamma inh
61	COc1cccc(Cn2c(=O)c(C)nc3cnc(N(C)C)nc32)c1
  -2% | 6% | -19%
62	COc1ccc(Oc2ncc3nc(-c4cc(F)cc(F)c4)c(=O)n(CCC#N)c3n2)cc1
  10% | 5% | 7%
63	CON
  2% | -6% | -17%
64	CC(C)[C@H](NC(=O)[C@H](CC(=O)O)NC(=O)CNC(=O)[C@@H](N)CCCN=C(N)N)C(=O)O
  5% | 13% | 5%
65	COc1cc2c3cc1Oc1c(OC)c(OC)cc4c1[C@@H](Cc1ccc(O)c(c1)Oc1ccc(cc1)C[C@@H]3N(C)CC2)N(C)CC4
  -1% | -7%[24.8 µM] | 0%
66	COC(=O)N1CCC2(CCN(Cc3cc(C(F)(F)F)cc(C(F)(F)F)c3)CC2)CC1
  4% | -7% | 6%
67	COc1ccc2c(=O)cc(-c3ccc(O)cc3)oc2c1
  -20% | 5%[24.8 µM] | -39%

High-throughput results (PubChem)
